IMPase Li cell – IMPase inhibition in cells with lithium potentiation; actives 0.35% (n = 210,000); CHO-M1 cells, IP1 TR-FRET (IP-One), carbachol + lithium; Potency, µM (top dose mostly 59.4 µM), for the others: top-dose activity, negative = IMPase inhibition, most hits filed as inhibitors; AID 1457;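 also: IP1 builds up when IMPase is blocked and the TR-FRET signal falls; plate controls were basal vehicle for no effect and high inhibitor control for full effect; nearly all actives have a fitted effect of over 50% in size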
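CHO-M1, 2000 cells/well, 16–30 h culture; cpd + low Li+, 30 min 37C; lysis with d2-IP1/Eu-anti-IP1 Ab, 10 min RT; TR-FRET 665/620 ratio and 620 channel; AC50 via Hill.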
JMJD2E inh – inhibitors of human JMJD2E histone demethylase; actives 1.6% (n = 230,000); Potency, µM (series often up to 57.1 µM), without a hit: top-dose activity change, negative = inhibition, usual class: inhibitors; AID 2147; B2RXH2; JMJD2E catalytic domain, FDH-coupled NADH fluorescence (FDH is formaldehyde dehydrogenase); active = well fitted inhibition curve with a large enough effect, not every such curve was filed as active; inconclusive = small, poorly fitted or top-dose-only effect, or another doubt; inactive = no such curve, though single readings can be large or run the other way;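 also: 0% = wells with enzyme and -100% = buffer wells without enzyme; nearly all actives have a fitted effect of over 50% in size; many of its hits are not listed in these tables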
Epigenetic derep – regulators of epigenetic silencing causing reporter derepression in mouse cells. murine LDR cells, GFP reporter derepression, 30 h. Potency, µM (highest dose often 53.9 µM), for the others: at the top dose GFP activation, usual class: activators. actives 0.2% (n = 280,000); also: % of control where 0% means no effect; nearly all actives have a fitted effect of over 60% in size
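Readout is the number of GFP-expressing murine LDR cells, counted by cytometry following washing. Cells were treated with compound for 30 h at 37 C; the stably integrated CMV-GFP locus is normally silent.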
NPSR antag – antagonists of human neuropeptide S receptor cAMP signaling; Q6W5P4; CHO-NPSR cells, cAMP TR-FRET, antagonist mode; Potency, µM (highest dose often 38.3 µM), without a hit: at the highest dose activity change, negative = inhibition, hits mostly inhibitors; actives 1% (n = 220,000); AID 1461; also: % is scaled to controls: 0 for no effect and ±100 for the full control effect; nearly all actives have a fitted effect of over 50% in size; many of its hits are not listed in these tables
RECQ1 inh – blocks DNA unwinding by human RECQ1. P46063. RECQ1 DNA unwinding, red fluorescence kinetic read. Potency, µM (series often up to 57.3 µM), inactives show at the highest dose activity, negative = inhibition, hits mostly inhibitors. actives 0.54% (n = 240,000). AID 2549;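 also: plate controls were vehicle for no effect and no enzyme for full effect; nearly all actives have a fitted effect of over 30% in size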
Target sequence (P46063 whole entry, looked up): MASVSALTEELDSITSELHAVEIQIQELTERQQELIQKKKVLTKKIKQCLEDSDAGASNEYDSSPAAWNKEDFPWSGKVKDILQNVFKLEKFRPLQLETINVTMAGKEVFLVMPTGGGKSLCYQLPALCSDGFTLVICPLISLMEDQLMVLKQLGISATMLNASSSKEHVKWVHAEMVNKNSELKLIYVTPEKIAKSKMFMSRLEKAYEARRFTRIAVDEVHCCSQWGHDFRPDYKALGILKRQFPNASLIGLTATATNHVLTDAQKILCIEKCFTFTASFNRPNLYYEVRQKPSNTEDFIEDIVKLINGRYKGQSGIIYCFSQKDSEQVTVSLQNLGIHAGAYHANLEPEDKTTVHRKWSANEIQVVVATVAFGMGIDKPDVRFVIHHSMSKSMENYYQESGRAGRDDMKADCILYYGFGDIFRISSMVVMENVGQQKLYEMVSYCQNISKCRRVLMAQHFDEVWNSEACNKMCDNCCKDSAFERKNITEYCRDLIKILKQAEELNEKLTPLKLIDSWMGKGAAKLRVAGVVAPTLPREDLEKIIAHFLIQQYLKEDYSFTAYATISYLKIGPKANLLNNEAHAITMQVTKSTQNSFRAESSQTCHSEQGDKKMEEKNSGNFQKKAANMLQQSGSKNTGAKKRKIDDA
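50 nM RECQ1T1 preincubated 15 min with compound in Tris pH 8.0 buffer with MgCl2, DTT, Tween-20 and 2.5 ug/ml poly(dI-dC); started with 200 nM TAMRA/BHQ-2 forked duplex and 2 mM ATP. Unwinding read as fluorescence (525/598 nm), two reads 2 h apart.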
SMN2 splice enh – SMN2 splice variant enhancement; HEK293 SMN2-luciferase splicing reporter, luminescence, 30-36 h; Potency, µM (series often up to 46.1 µM), for inactives: at the top dose activity change, positive = activation, hits mostly activators; actives 2.8% (n = 210,000); AID 1458; also: % of control where 0% means no effect; nearly all actives have a fitted effect of over 55% in size
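HEK293 cells carry an SMN2 […]–luciferase reporter in which exon 7 inclusion puts luciferase in frame. Cells were plated 10-12 h before compound addition, then incubated 30-36 h at 37C. ONE-Glo luminescence was read; sodium butyrate at 4.5 mM final served as control.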
KinaseGlo FLuc – counter-screen: inhibitors of Kinase-Glo firefly luciferase; actives 0.28% (n = 200,000); Q27757; AID 1379; Kinase-Glo luciferase, ATP luminescence, 8 min; Potency, µM (top dose mostly 38.3 µM), without a hit: top-dose activity change, negative = inhibition, usual class: inhibitors; also: % is scaled to controls: 0 for no effect and ±100 for the full control effect; nearly all actives have a fitted effect of over 60% in size
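Recombinant Kinase-Glo luciferase, 10 uM ATP (linear range), luciferin; imidazole pH 7.2 / KCl / MgCl2 / Tween / BSA buffer; 8 min RT; luminescence.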
GoLoco inh red – inhibitors of human Gai1-RGS12 GoLoco interaction (red fluorophore); actives 0.44% (n = 230,000); Potency, µM (top dose mostly 61.6 µM), for the others: at the highest dose activity, negative = inhibition, hits mostly inhibitors; AID 880; Gai1:RGS12 GoLoco peptide FP, rhodamine, 10 min; P63096; active = well fitted inhibition curve with a large enough effect, not every such curve was filed as active; inactive = no such curve, though single readings can be large or run the other way; also: % is scaled to controls: 0 for no effect and ±100 for the full control effect; nearly all actives have a fitted effect of over 30% in size; many of its hits are not listed in these tables
Target sequence (P63096 whole entry, looked up): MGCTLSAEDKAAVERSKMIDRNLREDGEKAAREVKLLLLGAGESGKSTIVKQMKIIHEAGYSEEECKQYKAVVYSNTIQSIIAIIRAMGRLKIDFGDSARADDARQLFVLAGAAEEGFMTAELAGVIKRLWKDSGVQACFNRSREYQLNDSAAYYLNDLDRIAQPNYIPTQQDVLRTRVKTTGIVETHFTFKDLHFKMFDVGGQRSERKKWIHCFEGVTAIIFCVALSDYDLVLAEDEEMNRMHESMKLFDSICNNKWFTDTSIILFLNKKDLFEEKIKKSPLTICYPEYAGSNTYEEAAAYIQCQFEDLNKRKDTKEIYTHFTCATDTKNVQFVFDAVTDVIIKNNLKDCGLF
An asterisk follows results filed as active; i = inactive; ? = inconclusive; . = not tested or not shown; [ ] = dose if it differs, or a comment. Unless noted, calls follow the shape of the dose curve; as a rule, active = well fitted curve in the direction sought with a large enough effect; inconclusive = small, poorly fitted or top-dose-only effect, or another doubt; inactive = no such curve, though single readings can be large; an effect the other way counts as inactive or inconclusive. Potency is read from the fitted curve at half-maximal effect. A portion of the library; the hit share may differ from the screen's.

nr	SMILES	GoLoco inh red	RECQ1 inh	NPSR antag	SMN2 splice enh
1	Cc1onc(-c2c(F)cccc2Cl)c1C(=O)N1CCN(c2ncccn2)CC1	8%	-1%	-8%	.
2	O=C1CC(=C(c2ccccc2)c2ccccc2)C(=O)N1CCN1CCN(c2cccc(Cl)c2)CC1	9%	-14%	-15%[46.1 µM]	-19%
3	CC(Oc1ccc(Cl)cc1Cl)C(=O)NCCCCc1ccccc1 (stereo unspecified)	4%	-6%	-23%	-6%
4	O=c1c2c(n3nnnc3n1-c1ccccc1)-c1ccccc1CC21CCCC1	-2%	1%	-23%[46.1 µM]	-9%
5	CCOC(=O)c1c(C)[nH]c(C(=O)/C(C#N)=C/c2ccc(OCC)cc2)c1C	40%[activator]	-9%	6%	11%
6	O=C(CCCl)N(Cc1nc2ccccc2c(=O)[nH]1)Cc1cccs1	11%	-7%	-9%	.
7	Cn1c(=O)oc2cc(C(=O)c3ccccc3)ccc21	-1%	-4%	-7%[46.1 µM]	-20%
8	CC(=O)O[C@@H]1[C@@]2(C)O[C@H]2CC[C@]23O[C@H]2[C@H](OC3=O)C2=C(C)C(=O)O[C@@]21O	10%	-5%	15%	-1%
9	COc1ccc(C(=O)Nc2ccccc2N2CCN(C(=O)C(C)C)CC2)cc1Cl	11%	2%	?	-29%
10	O=C(COc1ccc(Cl)cc1)Nc1cnn(Cc2c(Cl)cccc2Cl)c1	5%	-2%	-21%[46.1 µM]	-13%
11	Cc1cc(NC(=O)CCC(=O)N(Cc2ccco2)C(C)(C)C(=O)NC2CCCCC2)no1	4%	-3%	-1%[46.1 µM]	-1%
12	Cc1cc(=O)[nH]c(SCC(=O)N2CCN(C(c3ccccc3)c3ccccc3)CC2)n1	-1%	-13%	-20%[46.1 µM]	0%
13	O=S(=O)(NCC(O)COCc1ccco1)c1cccs1 (stereo unspecified)	14%	?	-14%[46.1 µM]	4%
14	COc1ccc(OC)c(S(=O)(=O)Nc2ccccc2SC)c1	3%	-3%	-1%[46.1 µM]	14%
15	COc1cccc(/C(O)=C2/C(=O)C(=O)N(CCN(C)C)C2c2ccc(Br)cc2)c1 (stereo unspecified)	2%	i	-12%[46.1 µM]	2%

nr	JMJD2E inh	Epigenetic derep	IMPase Li cell	KinaseGlo FLuc
1	?	1.1%	8%	-7%
2	-4%	-2.3%	43%[activator][38.3 µM]	16%
3	1%	-1.9%	16%	-1%
4	8%	0.1%	14%[38.3 µM]	0%
5	-1%	-3.0%	0%	3%
6	-1%	0.3%	5%	-1%
7	13%	0.0%	14%[38.3 µM]	-5%
8	-2%	8.3%	-7%	4%
9	-9%	0.0%	5%	5%
10	14%	-0.9%	-1%[38.3 µM]	4%
11	1%	-2.0%	-6%	2%
12	-2%	-1.1%	4%[38.3 µM]	2%
13	1%	0.0%	-5%[38.3 µM]	3%
14	11%	-2.0%	6%	-1%
15	1%	-0.1%	-7%[38.3 µM]	14%

The listing continues.
nr	SMILES	GoLoco inh red	RECQ1 inh	NPSR antag	SMN2 splice enh
16	CCOc1ccc(NS(=O)(=O)c2ccc(NC(C)=O)c(OC)c2)cc1	3%	i	-10%[46.1 µM]	-19%
17	O=c1cc(CCl)nc2sc3ccccc3n12	7%	-16%	-8%	-3%
18	Cc1ccc(CNC(=O)c2ccc3c(=O)n(CC4CCCO4)c(=S)[nH]c3c2)cc1 (stereo unspecified)	2%	i	-6%[46.1 µM]	-5%
19	CC(=O)c1ccc(-n2c(=O)[nH]c(=O)c3c(N)c(C(=O)c4ccc(Cl)cc4)sc32)cc1	11%	-3%	-40%	.
20	O=C(/C=C/c1ccccc1)NCc1ccco1	7%	-7%	-16%	.
21	Cc1cccc2nc(COc3ccc4ccccc4c3Br)cn12	8%	-16%	-17%	.
22	CC1(C)C(=O)OC(c2cccn2-c2ccc([N+](=O)[O-])cc2)C(C)(C)C1=O (stereo unspecified)	-3%	-6%	3%	14%
23	CCn1c(SCc2nc3ccccc3[nH]2)nnc1-c1cnccn1	3%	-3%	-7%[46.1 µM]	22%
24	Cc1ccc(C(=O)Nc2sc(C)c(C)c2C(=O)c2ccccc2)cc1	1%	-2%	2%	-4%
25	CC(C)(C)C1CCc2sc(C(=O)NNC(=O)CCl)cc2C1 (stereo unspecified)	14%	-3%	-12%	-18%
26	Cc1ccc(Cn2c(CN3CC(C)OC(C)C3)nc3c2c(=O)n(C)c(=O)n3C)cc1 (stereo unspecified)	0%	-6%	-17%[46.1 µM]	-2%
27	CC1CCCCC1NC(=O)CCS(=O)(=O)c1cccc2nonc12 (stereo unspecified)	-5%	4%	0%[46.1 µM]	14%
28	C1CCN(c2nc3nonc3nc2N2CCCC2)C1	0%	i	-6%[46.1 µM]	12%
29	COc1ccc(OC)c(S(=O)(=O)N2CCC(C(=O)NCc3ccccc3)CC2)c1	9%	i	2%[46.1 µM]	1%
30	N#CC1=C(N)OC2=C(C(=O)CC(c3ccco3)C2)C1c1ccc(OCc2c(F)cccc2Cl)cc1 (stereo unspecified)	28%	?	?	-7%

nr	JMJD2E inh	Epigenetic derep	IMPase Li cell	KinaseGlo FLuc
16	12%	-3.2%	-2%[38.3 µM]	0%
17	-2%	2.2%	1%	-8%
18	0%	-0.7%	-11%[38.3 µM]	2%
19	3%	-1.1%	.	.
20	2%	0.0%	7%	-7%
21	0%	-4.3%	.	.
22	8%	0.0%	6%	2%
23	0%	-1.0%	9%[38.3 µM]	5%
24	2%	0.0%	8%	-3%
25	-5%	0.0%	10%	7%
26	2%	-1.8%	8%[38.3 µM]	0%
27	0%	0.0%	11%[38.3 µM]	1%
28	-1%	0.9%	-2%[38.3 µM]	-1%
29	3%	-1.9%	-11%[38.3 µM]	-3%
30	-19%	0.0%	-1%[38.3 µM]	-3%

Carrying on.
nr	SMILES	GoLoco inh red	RECQ1 inh	NPSR antag	SMN2 splice enh
31	CCOc1ccc2c(c1)C(=O)c1cc(OCC(=O)O)ccc1-2	-27%	-11%	8%[7.67 µM]	.
32	CCOC(=O)c1cnn(-c2ccccc2)c1-n1cccc1C(=O)C(=O)N(C)C	-1%	i	5%	6%
33	Cc1cc(C)c2c(=O)[nH]n(C(C)C)c2n1	0%	-12%	-4%[46.1 µM]	.
34	CCCS(=O)(=O)N1CCN(C(=O)CCC2CCCC2)CC1	0%	-4%	0%[46.1 µM]	-15%
35	CC[C@H](C)[C@@H]1NC(=O)c2cc([N+](=O)[O-])cc(I)c2NCC[C@@H](C(N)=O)NC(=O)[C@H](CCCN=C(N)N)NC1=O	-4%	-6%	7%	8%
36	COC(=O)C1CCN(C(=O)c2cc3c(=O)n4cccc(C)c4nc3n2Cc2ccccc2)CC1	5%	12%	19%	.
37	CCc1cccc(C)c1NC(=S)N(CCCN1CCN(C)CC1)Cc1cccs1	-9%	-4%	-12%	-20%
38	COC(=O)C1=C(C)NC(=O)/C1=C\c1cc(C)n(-c2ccccc2)c1C	8%	-1%	-22%	152%
39	Cc1ccc(N2C(=O)CC(Nc3ccc(Cl)c(S(=O)(=O)N(C)C)c3)C2=O)c(C)c1 (stereo unspecified)	0%	-19%	-3%	7%
40	C=CCOC(=O)N[C@H](/C(C(=O)OC)=C(\C)NCc1ccccc1)c1ccc2c(c1)OCO2	5%	5%	.	4%
41	COCCn1c(N)c(N(Cc2ccccc2)C(=O)c2ccc(C#N)cc2)c(=O)[nH]c1=O	4%	-11%	18%	-3%
42	CCOCCCNC(=O)c1c(C)c(C(=O)OCC)n(C)c1C	2%	1%	0%[46.1 µM]	24%
43	O=C1/C(=C/c2cccnc2)SC(=S)N1CCc1ccccc1	6%	2%	25%	.
44	O=P(Cc1nnco1)(c1ccccc1)c1ccccc1	6%	-12%	-12%[46.1 µM]	3%
45	C/C=C\C=C/C(=O)Nc1cccc(C2=NOC3(C2)C[C@@H](C(N)=O)N(C(=O)[C@H]2CCC(=O)N2)C3)c1 (stereo partly specified)	-13%	-5%	30%	.
46	Cc1ccccc1Oc1ncnc2oc(-c3ccccc3)cc12	69%[activator]	-22%	-19%[46.1 µM]	-33%[inhibitor]
47	S=c1[nH]nc(-c2cc(-c3ccccn3)nc3ccccc23)o1	4%	0%	-22%	.

nr	JMJD2E inh	Epigenetic derep	IMPase Li cell	KinaseGlo FLuc
31	-7%	0.0%	.	.
32	-13%	-3.1%	2%	4%
33	-5%	0.0%	23%[38.3 µM]	-5%
34	12%	0.0%	12%[38.3 µM]	-5%
35	-1%	-0.4%	-1%	-3%
36	?	3.2%	.	.
37	-1%	0.0%	-4%	1%
38	-11%	-0.1%	13%	2%
39	1%	-1.4%	7%	2%
40	-5%	14%	16%	-3%
41	?	-1.4%	-4%	0%
42	5%	-3.2%	13%[38.3 µM]	-1%
43	-8%	3.8%	.	.
44	6%	2.0%	0%[38.3 µM]	0%
45	3%	0.5%	.	.
46	?	-0.4%	24%[38.3 µM]	-1%
47	-29%	-1.7%	.	.

Compound activity deposited in PubChem by National Center for Advancing Translational Sciences (NCATS).
